MITF inh: human MITF inhibition, primary screen; AlphaScreen MITF homodimerization, bead proximity signal; inhibition, % at 2.6 µM; hit rate 0.91% among 650,000; in the data active = inhibition above about 50%;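 note: 0% = vehicle wells with protein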
Target sequence (O75030 whole entry, looked up): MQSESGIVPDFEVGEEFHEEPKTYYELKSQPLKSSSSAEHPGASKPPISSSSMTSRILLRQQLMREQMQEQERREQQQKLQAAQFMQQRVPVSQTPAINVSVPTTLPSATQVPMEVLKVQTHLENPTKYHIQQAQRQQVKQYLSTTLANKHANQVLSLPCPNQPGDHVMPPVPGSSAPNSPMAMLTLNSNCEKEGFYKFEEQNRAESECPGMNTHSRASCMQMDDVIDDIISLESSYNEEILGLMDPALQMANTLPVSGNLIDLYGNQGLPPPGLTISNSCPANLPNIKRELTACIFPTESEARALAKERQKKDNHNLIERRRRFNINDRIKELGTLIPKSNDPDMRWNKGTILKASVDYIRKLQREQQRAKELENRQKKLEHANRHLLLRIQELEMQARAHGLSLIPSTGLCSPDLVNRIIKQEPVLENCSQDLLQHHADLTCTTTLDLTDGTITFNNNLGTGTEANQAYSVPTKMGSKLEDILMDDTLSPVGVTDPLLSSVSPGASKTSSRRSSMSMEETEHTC
TEAD-YAP inh: TEAD-YAP interaction inhibition; inhibition, % at 9.12 µM; AID 1259422; HEK-TIYL cells, TEAD-Gal4/YAP UAS-luciferase luminescence; hit rate 1.4% among 640,000; in the data active = inhibition above about 32%;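 note: 0% = median of test compound wells and 100% = reference inhibitor wells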
FBW7 act: human FBW7 E3 ligase activation, primary screen | Q969H0 | AlphaScreen FBW7–phospho-cyclin E peptide binding, activator screen | normalized activity (activation), % at 26.1 µM | hit rate 0.13% among 650,000; in the data active = normalized activity above about 1.9%;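 note: purified mutant Fbw7 with reduced substrate affinity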
GPR151 ag: activators of human GPR151; Q8TDV0; PathHunter beta-arrestin GPR151 cells, luminescence; activation, % at 11.2 µM; hit rate 1% among 650,000; AID 1508602; in the data active = activation above about 4.9%;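 note: 0% = median of compound wells and 100% = cells with positive control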
Target sequence (Q8TDV0 whole entry, looked up): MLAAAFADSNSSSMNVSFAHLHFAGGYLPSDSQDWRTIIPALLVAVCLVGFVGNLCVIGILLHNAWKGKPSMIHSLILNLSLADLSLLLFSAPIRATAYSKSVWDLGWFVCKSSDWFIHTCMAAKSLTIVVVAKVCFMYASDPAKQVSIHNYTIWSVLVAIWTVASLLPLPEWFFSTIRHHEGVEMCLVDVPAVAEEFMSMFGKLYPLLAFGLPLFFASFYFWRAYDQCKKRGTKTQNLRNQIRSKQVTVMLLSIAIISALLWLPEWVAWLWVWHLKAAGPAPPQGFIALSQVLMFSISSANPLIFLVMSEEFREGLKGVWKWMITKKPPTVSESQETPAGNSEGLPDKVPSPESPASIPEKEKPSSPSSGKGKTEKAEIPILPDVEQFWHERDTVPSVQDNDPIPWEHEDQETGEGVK
Numbers without * were called inactive; x = no result given; & = joins results of further samples.

SMILES	TEAD-YAP inh	FBW7 act	MITF inh	GPR151 ag
Cc1ccc(-c2nc3ccccc3o2)cc1NC(=O)Cc1ccc(Cl)cc1	2	0.1	3	1.0
Cc1ccc(NC(=O)CSc2nc3ccc(NC(=O)c4ccccc4F)cc3s2)cc1Cl	0	-0.2	-2	0.7
Cc1ccccc1C(=O)N/C(=C/c1cccc(Br)c1)C(=O)N1CC2CC(C1)c1cccc(=O)n1C2 (stereo not drawn)	-5	0.1	24	1.2
COc1cc(N2CCOCC2)ccc1Nc1ncc(Cl)c(Nc2ccccc2C(=O)NC2CC2)n1	12	-0.1	2	0.0
COc1cc(OC)c(OC)cc1C=C1C(=O)OC2(CCCCC2)OC1=O	3	-0.1	26	1.7
CC(=O)c1ccc(NC(=O)c2ccc(N3C(=O)c4cccnc4C3=O)cc2)cc1	-40	-0.5	5	-0.8
CCCCCCNC(=O)c1c[nH]c2ccc(S(=O)(=O)N3CCc4ccccc4C3)cc2c1=O	3	-0.1	3	-0.6
O=C(NC(CO)C(O)c1ccc([N+](=O)[O-])cc1)c1ccc(F)cc1F (stereo not drawn)	5	0.1	3	0.3
O=S(=O)(NCCc1csc(-c2cccnc2)n1)c1cccc(F)c1	-1	-0.2	4	-0.4
NNC(=O)c1cc(-c2cccs2)nn1-c1cccc(C(F)(F)F)c1	-1	-0.1	5	0.9
O=C(NCc1ccccn1)c1ccc(Cl)c([N+](=O)[O-])c1	0	0.1	12	-0.4
O=C(N/C(=C/c1ccccc1)C(=O)N1CCOCC1)c1ccco1	10	-0.1	-3	-0.2
COc1ccc(S(=O)(=O)NC(N)=NCCc2c[nH]c3ccc(F)cc23)cc1	0	0.0	-14	0.9
COC(c1ccccc1)c1nnc(CCC(=O)NCCc2ccc(Cl)cc2)o1 (stereo not drawn)	11	0.3	2	0.5
Cc1ccc(C)c(NC(=O)COc2ccc3oc4c(c3c2)CCCC4)c1	-2	0.1	11	-0.4

Laid out differently: 6 of the compounds above
Each structure is followed by: TEAD-YAP inh | FBW7 act | MITF inh | GPR151 ag
Cc1ccccc1C(=O)N/C(=C/c1cccc(Br)c1)C(=O)N1CC2CC(C1)c1cccc(=O)n1C2 (stereo not drawn)
 : -5 | 0.1 | 24 | 1.2
COc1cc(N2CCOCC2)ccc1Nc1ncc(Cl)c(Nc2ccccc2C(=O)NC2CC2)n1
 : 12 | -0.1 | 2 | 0.0
COc1cc(OC)c(OC)cc1C=C1C(=O)OC2(CCCCC2)OC1=O
 : 3 | -0.1 | 26 | 1.7
CC(=O)c1ccc(NC(=O)c2ccc(N3C(=O)c4cccnc4C3=O)cc2)cc1
 : -40 | -0.5 | 5 | -0.8
CCCCCCNC(=O)c1c[nH]c2ccc(S(=O)(=O)N3CCc4ccccc4C3)cc2c1=O
 : 3 | -0.1 | 3 | -0.6
O=C(NC(CO)C(O)c1ccc([N+](=O)[O-])cc1)c1ccc(F)cc1F (stereo not drawn)
 : 5 | 0.1 | 3 | 0.3

Next records:
SMILES	TEAD-YAP inh	FBW7 act	MITF inh	GPR151 ag
O=C1N(c2ccccc2)CCN1c1ccccc1	-22	-0.3	-23	-1.5
O=c1c(NCc2cccs2)c(-c2ccccc2)c1=O	-1	0.1	11	-1.7
COC(=O)/C(=C\Nc1ccc(OC)cc1)[N+](=O)[O-]	4	0.2	18	1.5
CCOc1ccc(C(=O)Nc2ccc3oc(-c4ccccc4F)nc3c2)cc1[N+](=O)[O-]	-2	0.1	18	-0.2
COc1ccc(N/C=C(\C#N)C(N)=S)cc1OC	38*	-0.1	10	0.2
C/C(=N/NC(=O)c1cc2ccccc2cc1O)c1ccc(O)cc1	0	0.0	7	-1.3
Cc1nc(N2CCN(Cc3ccc4c(c3)OCO4)CC2)c2cc(C)sc2n1	24	0.1	-9	-0.3
COCCNc1ccnc2c(-c3cc(C(C)C)ccc3OC)cnn12	-5	0.2	19	-0.2
O=C(CCC1CCCCC1)Nc1ccc(-c2cn3cccnc3n2)cc1	-1	0.1	3	-0.3
CCOc1ccc(S(=O)(=O)NC2CCCCCC2)cc1	0	0.0	14	-0.6
CC(=O)c1c(-c2ccccc2)nc2nonc2c1N=CN(C)C	-1	0.1	4	0.9
O=C(CSc1ccccc1)NCc1ccc(F)cc1	-36	-0.1	-3	1.8
O=S1(=O)c2cccc3cccc(c23)N1Cc1ccc(F)cc1	-12	0.1	24	-0.1
COc1cccc(CNC(=O)CCC2CCCN(S(=O)(=O)c3c(C)noc3C)C2)c1 (stereo not drawn)	-3	0.2	15	-1.1
CCOc1ccc(NC(=O)c2ccc(C(C)(C)C)cc2)cc1	-29	-0.1	-13	-0.5
NC(=O)CN1C(=O)[C@@H]2CCCN2C(=O)c2ccccc21	-2	0.0	2	1.0
O=C(O)c1c(Cl)nc2sccn12	-8	0.2	8	4.0
Cc1nc2ccccn2c1C(=O)NCCc1ccncc1	14	0.3	25	-0.2
CC(C)(C)c1ccc(C(=O)Nc2cccc(NC(=O)c3cccc([N+](=O)[O-])c3)c2)cc1	-44	0.1	-13	-1.8
Oc1oc(-c2cccc3ccccc23)nc1C=Nc1cccc(Cl)c1	-8	-0.1	-6	1.2
CCOc1ccccc1-n1c(SCC(N)=O)nnc1-c1ccccc1	-2	-0.2	5	-0.9
CCOc1ccccc1/C=N/NC(=O)c1ccccn1	-40	-0.1	7	-2.5
COCCN1C(=O)c2ccccc2C(C(=O)Nc2cc(Cl)ccc2OC)C1c1ccc(F)cc1 (stereo not drawn)	-1	0.1	2	-0.1
NC(=O)c1ccc(-c2nc(NCc3ccccc3)c3ncn(CCN4CCCC4=O)c3n2)cc1	15	0.2	12	-2.6
CC(=O)Nc1c(I)c(C(=O)N[C@H]2C(O)O[C@H](CO)[C@@H](O)[C@@H]2O)c(I)c(N(C)C(C)=O)c1I (stereo partly drawn)	x	-0.1	-7	0.7
CCN(CC)C(=O)COc1ccc(Cl)cc1Cl	1	0.0	-12	-0.1
CCC(=O)Nc1ccc(OC)c(Cl)c1	3	0.3	3	-0.3
CC(=O)c1ccc(OC(=O)c2cncc(Br)c2)cc1	5	0.0	2	1.2
O=C1NC(c2cccc(F)c2)=N/C1=C\C=C\c1ccccc1	-1	0.0	-9	0.2
CCCNC(=O)c1cccc(-c2ccc(OC)nc2)c1	-4	0.1	6	-1.0
CCCN(C(=O)c1cnc(N2CCN(c3ccccc3OC)CC2)c2ccccc12)c1cccc(C)c1	15	-0.1	9	2.5
CC(CC(=O)O)C(=O)c1ccc(Cl)cc1 (stereo not drawn)	-1	0.0	7	-0.2
COc1cc(OC)c(OC)cc1CN1CCN(C(=O)c2cccnc2)CC1	-12	0.1	68*	-0.5
Cc1cc(C)nc(SCC(=O)N/N=C\c2ccccc2[N+](=O)[O-])n1	-2	0.1	7	2.2
O=C(C[n+]1ccccc1)NS(=O)(=O)c1ccc(Cl)cc1	0	0.1	11	2.8
CCN(CC)C(=O)NCc1noc2ccccc12	-7	0.5	0	5.3*
O=C(Nc1ccccc1F)C1CCN(C(=O)Cc2ccccc2)CC1	1	-0.2	3	5.4*
NC(=O)CN(c1ccccc1)C1SC(=O)NC1=O (stereo not drawn)	3	0.1	0	-0.3
O=C(O)c1cccnc1Nc1ccccc1Cl	-5	0.1	-6	3.1
CCOc1cc(/C=C2\C(=O)N(CC(C)C)C(C)=C2C(=O)OC)ccc1O	8	-0.1	12	-0.9
CC1CC(C)CN(S(=O)(=O)c2ccc3c(c2)oc(=O)n3CC(=O)NC2CCCCC2)C1 (stereo not drawn)	4	0.7	11	-0.8
O=C1C(=O)N(c2nccs2)C(c2cccc(Br)c2)/C1=C(\O)c1ccc(Cl)cc1 (stereo not drawn)	3	0.0	2	-1.8
O=c1cc(-c2ccccc2)c2ccc(OCc3ccc(F)cc3Cl)cc2o1	-11	-0.3	-8	-0.1
COc1ccc(C(=O)Nc2cccc(C(=O)NCC(C)C)c2)cc1	11	0.1	-2	0.1
CSc1nc(N)nc(SCC(=O)Nc2cccc(C(F)(F)F)c2)c1C#N	-2	-0.1	0	1.0
Nc1nnc(SCC(=O)N2CCN(c3ccccc3)CC2)n1-c1ccccc1	-10	0.0	1	1.6
CCCC(=O)Nc1nnc(SCC(=O)N2CCN(c3ccccc3)CC2)s1	-4	0.1	6	-0.6
COc1ccc(C(=O)Nc2cc(C(=O)NCc3cccs3)ccc2N2CC3CC(C2)c2cccc(=O)n2C3)cc1 (stereo not drawn)	0	-0.2	-9	-0.1
COc1ccc(S(=O)(=O)NCc2csc(-c3cccnc3)n2)cc1	-4	-0.4	-20	0.5
Cc1ccc(OCC(=O)NC(C)C)cc1C	8	0.7	23	-1.0
O=c1/c(=C/c2ccccc2O)sc2n1CN(c1ccc(F)cc1)CN=2	0	-0.1	-3	-0.3
Cc1ccccc1C(=O)NNC(=O)c1ccc(I)cc1	-39	0.1	2	-0.2
Cc1ccc2cc(CN(C(=O)C(F)(F)F)C3CCCCC3)c3nnnn3c2c1	-12	-0.2	-4	-0.1
CCc1nn(CC(=O)N(C)Cc2ccccc2)c(=O)c2cc3sccc3n12	5	0.0	-4	0.3
CC1=C(C(N)=O)C(c2ccc(Br)cc2)n2nc(-c3cccs3)nc2N1 (stereo not drawn)	12	0.3	3	0.8
CCc1nnc(NC(=O)CSc2nnc3[nH]c(=O)c(C)c(C)n23)s1	-3	-0.2	-7	-0.5
CC(=O)Nc1ccc(CC2(C)C(=O)Nc3ccc(F)cc32)cc1 (stereo not drawn)	1	-0.1	-6	-0.9
COC(=O)C1=NN(C(=O)c2ccc(Cl)cc2)C(O)(C(C)C)C1 (stereo not drawn)	5	0.1	-11	-0.3
CC(C)c1ccc(NC(=O)CC(=O)Nc2ccc3nc4n(c(=O)c3c2)CCCCC4)cc1	5	0.1	1	-1.0
Cc1cccc(NC(=O)c2sc3nc[nH]c(=O)c3c2C)n1	-6	0.2	6	-1.1

Next part.
SMILES	TEAD-YAP inh	FBW7 act	MITF inh	GPR151 ag
N#CCCn1cc(/C=N/O)c(-c2ccc(F)cc2)n1	13&-10	0.2&0.0	12&4	-0.9&-0.5
O=C1C(=O)N(CN2CC=CCC2)c2ccc(Br)cc21	7	-0.4	-2	-1.1
O=C(Nc1ccccc1NC(=O)c1ccccc1F)c1ccccc1F	-11	0.1	24	2.0
CCOC(=O)CCN(Cc1ccccc1Cl)S(=O)(=O)c1ccc([N+](=O)[O-])cc1	-1	-0.2	1	-1.5
CCC(CC)C(=O)NCCNc1ccc(Nc2cccc(C)n2)nn1	0	0.0	-6	-0.2
Cc1cc(NC(=O)CSc2nc3ccccc3c3nc4ccccc4n23)n[nH]1	21	-0.6	8	-1.3
Cc1cccc(NC(=O)CCS(=O)(=O)c2ccc3c(c2)CC(C)N3C(=O)C2CC2)c1 (stereo not drawn)	3	-0.1	-4	-1.0
COC(=O)C1CCCN1CP(=O)(O)CN1CCCC1C(=O)OC (stereo not drawn)	-2	-0.2	28	-1.3
Cn1ncc2c(=O)n(Cc3ccc(Cl)cc3)cnc21	-3	0.0	-5	0.0
CCOC(=O)N/N=C/c1ccc(C#N)cc1	-3	0.0	2	-0.5
COc1cccc(OCc2nnc(SCC(=O)N3CCc4ccccc43)o2)c1	10	1.3	6	-2.0
CCCn1c(CN2CCN(c3cccc(Cl)c3)CC2)nc2c1c(=O)[nH]c(=O)n2C	19	0.0	-5	-1.7
CS(=O)(=O)c1ccc(C(=O)N(CC2CC2)C2CCN(Cc3ccncc3)CC2)cc1	0	0.0	0	1.9
CCOC(=O)C(C)(C)N(Cc1ccc(C)cc1)S(=O)(=O)c1ccc(Cl)c([N+](=O)[O-])c1	19	-0.2	12	0.1
O=C(NCC1CCC2(CCN(Cc3ccccc3)CC2)O1)c1ccc2ccccc2n1 (stereo not drawn)	2	-0.1	-6	-0.1
Clc1ccc(Oc2ccc(Nc3ncnc4ccccc34)cc2)cc1	0	-0.1	-3	1.9
O=[N+]([O-])c1ccc2c(c1)C1C=CCC1C(c1ccc(S(=O)(=O)N3CCOCC3)cc1)N2 (stereo not drawn)	42*	-0.1	5	-0.5
COCc1cc(C)nc2sc3c(=O)n(-c4ccc([N+](=O)[O-])cc4)nnc3c12	-4	-0.1	-7	0.4
CC(C)CC1(C)NC(=O)N(CC(=O)Nc2ccc(OC(F)(F)F)cc2)C1=O (stereo not drawn)	-3	0.0	-6	-0.9
CC(C)c1ccc(OCC(=O)Nc2cccc(Cl)c2)cc1	-41	-0.1	-14	1.9
CCN(CC)c1nc(NC(C)=O)nc(N(C)C)n1	7	0.5	2	-1.0
CCOC(=O)c1sc(-c2ccccc2)cc1NC(=O)COC(=O)c1cccnc1N	-4	-0.2	6	2.2
Cc1cc(C)c(OCC(O)CN2CCN(c3ccccc3F)CC2)c(C)c1 (stereo not drawn)	4	-0.1	-8	1.8
COC(=O)c1ccccc1NC(=O)c1snnc1C	-4	-0.1	-6	-0.9
O=C(O)C(=O)c1c(Cl)nc2sccn12	-1	0.1	7	1.2
Cc1noc(C)c1S(=O)(=O)N1CCCC(C(=O)c2ccc(Oc3ccccc3)cc2)C1 (stereo not drawn)	-22	0.4	5	-1.9
C/C(=N\O)C(C)(C)Nc1cccc(Br)c1	2	0.1	13	0.3

One compound at a time, as listed above:
Listed for `O=[N+]([O-])c1ccc2c(c1)C1C=CCC1C(c1ccc(S(=O)(=O)N3CCOCC3)cc1)N2` (stereo not drawn) → TEAD-YAP inh = 42*; FBW7 act = -0.1; MITF inh = 5; GPR151 ag = -0.5
Listed for `O=S1(=O)c2cccc3cccc(c23)N1Cc1ccc(F)cc1` → TEAD-YAP inh = -12; FBW7 act = 0.1; MITF inh = 24; GPR151 ag = -0.1

Screens (PubChem)
